NR5A2 inv ag: suppresses constitutive activity of human LRH-1; hit rate 0.13% among 360,000; O00482; HEK293T StAR-luciferase reporter, LRH-1 transfected, 24 h; inhibition, % at 3.6 µM;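 active = inhibition above the mean inhibition of all tested compounds plus 3 SD, cut at about 73% in these data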;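 also: 0% = DMSO wells and 100% = reporter-only cells lacking LRH-1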
SRC2 inh: human SRC2 (NCOA2) inhibition; HEK293 GAL4-SRC2 luciferase reporter, luminescence; inhibition, % at 9 µM; hit rate 0.17% among 370,000;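 active = inhibition above the mean inhibition of all tested compounds plus 3 SD, set per campaign, cut at about 52% in these data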;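 also: 0% = DMSO treated cells and 100% = cells given Gossypol at 36 µM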
TROY NFkB inh: TROY signaling inhibition; Q293 LMP1-TROYcd NF-kB luciferase reporter, 4 h; inhibition, % at 10 µM; hit rate 0.98% among 360,000;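 active = compounds whose plate-normalised and pattern-corrected inhibition of the luciferase reporter signal at the single screening dose is 50% or more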
Vif inh: blocks HIV Vif function; HEK293T cells, Vif self-association by quenched fluorescence, imaging, 24 h; inhibition, % at 7.49 µM; hit rate 0.35% among 340,000; in the data active = inhibition above about 50%, passing the limit was not always enough; also: some results filed as inactive read as strong as hits
SRC3 inh: human NCOA3 inhibition | Q9Y6Q9 | HEK293 GAL4-SRC3 luciferase reporter, luminescence | AID 588352 | inhibition, % at 3.6 µM | hit rate 0.17% among 360,000;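 active = inhibition above a per-campaign cutoff, the mean of all compounds plus 3 SD, cut at about 60% in these data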;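 also: 0% = DMSO-treated cells and 100% = gossypol-treated cells at 36 µM; higher means less SRC3-driven luciferase light from the GAL4 reporter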
Target sequence (Q9Y6Q9 whole entry, looked up, the tested form may be a part): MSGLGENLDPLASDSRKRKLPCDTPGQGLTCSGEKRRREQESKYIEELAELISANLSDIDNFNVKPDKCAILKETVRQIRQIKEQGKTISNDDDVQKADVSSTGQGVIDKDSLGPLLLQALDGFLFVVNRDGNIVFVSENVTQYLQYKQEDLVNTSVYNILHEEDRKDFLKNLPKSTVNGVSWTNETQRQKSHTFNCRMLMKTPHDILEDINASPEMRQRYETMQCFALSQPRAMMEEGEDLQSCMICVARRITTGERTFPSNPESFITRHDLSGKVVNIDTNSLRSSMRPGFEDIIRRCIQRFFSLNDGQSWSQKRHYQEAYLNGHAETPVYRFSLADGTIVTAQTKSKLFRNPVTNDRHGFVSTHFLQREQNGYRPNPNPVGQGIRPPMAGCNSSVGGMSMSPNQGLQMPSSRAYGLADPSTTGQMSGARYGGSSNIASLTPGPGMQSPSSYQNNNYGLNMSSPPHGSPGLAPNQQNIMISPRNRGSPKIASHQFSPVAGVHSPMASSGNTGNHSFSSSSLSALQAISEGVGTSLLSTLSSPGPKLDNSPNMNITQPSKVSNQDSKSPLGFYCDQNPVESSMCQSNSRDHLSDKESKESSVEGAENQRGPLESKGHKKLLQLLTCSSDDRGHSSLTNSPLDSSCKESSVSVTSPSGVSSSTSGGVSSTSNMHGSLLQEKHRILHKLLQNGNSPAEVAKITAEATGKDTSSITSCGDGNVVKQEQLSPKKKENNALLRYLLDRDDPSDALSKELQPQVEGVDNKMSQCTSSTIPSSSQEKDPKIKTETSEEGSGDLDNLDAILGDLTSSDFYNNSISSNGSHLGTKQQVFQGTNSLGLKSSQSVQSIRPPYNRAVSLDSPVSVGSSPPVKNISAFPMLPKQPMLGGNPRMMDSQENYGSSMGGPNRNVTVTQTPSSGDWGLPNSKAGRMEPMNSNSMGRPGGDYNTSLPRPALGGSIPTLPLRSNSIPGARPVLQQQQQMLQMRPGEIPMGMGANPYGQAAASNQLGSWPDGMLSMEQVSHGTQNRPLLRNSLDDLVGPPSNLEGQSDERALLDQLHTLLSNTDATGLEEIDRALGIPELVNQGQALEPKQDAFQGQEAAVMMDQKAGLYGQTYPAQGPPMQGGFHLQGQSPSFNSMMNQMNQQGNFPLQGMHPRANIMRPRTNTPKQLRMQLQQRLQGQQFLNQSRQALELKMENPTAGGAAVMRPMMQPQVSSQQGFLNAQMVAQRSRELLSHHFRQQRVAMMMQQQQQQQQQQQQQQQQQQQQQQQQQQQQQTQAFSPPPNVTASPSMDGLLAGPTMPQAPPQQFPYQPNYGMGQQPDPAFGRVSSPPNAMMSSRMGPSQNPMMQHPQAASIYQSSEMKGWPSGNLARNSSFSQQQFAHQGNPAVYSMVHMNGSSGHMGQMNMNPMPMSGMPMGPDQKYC
NOD2-RIPK2 inh: inhibitors of human NOD2-RIPK2 interaction | CHO BLA complementation NOD2-RIPK2, CCF4 ratio | inhibition, % at 4.98 µM | hit rate 0.38% among 360,000; in the data active = inhibition above about 21%;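 also: 0% = vehicle only and 100% = reference blocker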
LMP1 NFkB inh: inhibitors of Epstein-Barr LMP1-induced NF-kappaB reporter; LMP1-induced NF-kappaB luciferase reporter cells, luminescence; inhibition, % at 12.5 µM; hit rate 0.69% among 350,000; in the data active = inhibition above about 41%;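 also: 0% = neutral control wells and 100% = reference inhibitor control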
NR2F2 inh: inhibitors of human COUP-TFII (NR2F2); P24468; HEK293T NGFI-A luciferase reporter, luminescence; inhibition, % at 8.6 µM; hit rate 0.7% among 370,000; AID 686940;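 active = inhibition above a per-plate cutoff, mean inhibition of test wells between control levels plus 3 SD, cut at about 38% in these data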;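 also: cells cotransfected with COUP-TFII expression vector driving the NGFI-A reporter; 0% = median of COUP-TF2 test wells and 100% = reporter-only cells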
TRAIL sens C8: sensitizes caspase-8 expressing cells to TRAIL; NB7+C8 cells + TRAIL, ATPlite viability luminescence; inhibition (viability loss, TRAIL sensitization), % at 10 µM; hit rate 1% among 360,000;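 active = compounds causing at least 50% loss of cell viability in the single-dose screen, relative to plate controls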
SRC1 inh: human NCOA1 inhibition. Q15788. HEK293 GAL4-SRC1 luciferase reporter, luminescence. inhibition, % at 3.6 µM. hit rate 0.12% among 360,000. AID 588354;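 active = inhibition above the campaign mean plus 3 SD, with each screening campaign given its own cutoff, cut at about 60% in these data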;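 also: 0% = DMSO treated cells and 100% = gossypol at 36 µM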
TLR9-MyD88 inh: blocks human TLR9 binding to MyD88 | Q9NR96+Q99836 | CHO BLA complementation TLR9-MyD88, CCF4 FRET ratio | inhibition, % at 4.98 µM | hit rate 0.21% among 340,000 | AID 504734;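 active = inhibition above the mean over all tested compounds plus 3 SD, cut at about 21% in these data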;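 also: 0% = DMSO only wells and 100% = clavulanate BLA inhibitor control wells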
Numbers without * were called inactive; · = not tested or not shown. A portion of the library; rates above refer to the full screens.

SMILES | NR5A2 inv ag | SRC2 inh | TROY NFkB inh | Vif inh | SRC3 inh | NOD2-RIPK2 inh | LMP1 NFkB inh | NR2F2 inh | TRAIL sens C8 | SRC1 inh | TLR9-MyD88 inh
COc1ccc(NC(=S)N2CCCC(c3nc4ccc(C)cc4[nH]3)C2)c(OC)c1 (stereo not drawn) | -1 | -2 | 7 | -8 | -22 | 8 | -4 | 8 | 4 | -6 | 5
N=c1n(CCN2CCCC2)c2ccccc2n1CC(O)c1ccco1 (stereo not drawn) | 6 | -3 | 1 | 1 | 3 | -8 | 10 | 13 | -4 | -11 | -1
COc1ccc(-c2cc3c(=O)n(CC(=O)N4CCN(C)CC4)ncn3n2)cc1 | -21 | 10 | -16 | 5 | -22 | -8 | -4 | -10 | 59* | -12 | -1
CCn1cc(C(c2ccccc2)C(C(C)=O)[N+](=O)[O-])c2ccccc21 (stereo not drawn) | -7 | 0 | 1 | 3 | 6 | 3 | 16 | 14 | -2 | -1 | 1
Cc1ccccc1C(=O)NCCc1nnc(SCC(=O)Nc2nc(-c3ccccc3)cs2)n1C | -3 | -25 | -23 | -3 | -22 | -6 | -4 | -7 | 13 | -8 | -4
COC(=O)c1cc(S(=O)(=O)N2CCN(c3ccc(C(C)=O)cc3)CC2)c[nH]1 | 17 | -8 | -13 | -4 | 9 | 11 | 0 | 3 | -12 | 16 | -4
COc1cc(-c2nc3ccccn3c2NCc2ccccc2)ccc1SC1CCCCC1 | 4 | · | -52 | · | -11 | 2 | 1 | · | 29 | 5 | 10
CCCn1c2c(c(O)c(C(=O)Nc3ccccc3)c1=O)CCCC2 | 1 | 6 | 1 | -2 | -12 | -3 | 3 | 3 | -11 | -8 | -3
C=CCN=C1CC(C)(C)CC(=O)/C1=C(\O)CCCN1C(=O)c2ccccc2C1=O | 9 | -28 | 3 | -1 | 7 | -3 | -10 | 8 | -2 | 5 | -12
CCOc1cc(/C=N/NC(=O)CSc2nncn2C)ccc1OCc1cccc(C)c1 | 4 | 0 | -26 | 1 | -14 | -5 | -5 | -8 | -6 | -25 | -19
CCCCCCCCCCOC(=O)Cn1c(COc2ccccc2)[n+](C)c2ccccc21 | 0 | 7 | 43 | -21 | 8 | 0 | 29 | 29 | 6 | -53 | -3
CC(NC(=O)c1cc(-c2ccccc2)on1)c1ccccc1 (stereo not drawn) | -33 | 5 | -46 | 15 | -18 | -1 | 1 | -15 | -3 | 11 | -37
COc1ccc(NC(=O)CCC(=O)c2cccs2)cc1S(=O)(=O)Nc1ccc(Cl)cc1 | 6 | -6 | 23 | 15 | 30 | -4 | 4 | 7 | -5 | 6 | -6
O=c1c2c(nc3cc(-c4ccccc4)[nH]n13)CCS2 | -187 | -40 | 21 | 5 | -101 | 3 | -22 | -16 | 9 | -126 | -8
COc1ccc(C(CCN2CCOCC2)c2c(OC)cc(OC)c3c(-c4ccccc4)cc(=O)oc23)cc1 (stereo not drawn) | 26 | -6 | 2 | 0 | 24 | 4 | -2 | 8 | -2 | 8 | 2
Cc1ccc(S(=O)(=O)N2CCCCC2)cc1NS(=O)(=O)c1ccccc1F | 22 | -14 | -1 | -4 | -6 | 5 | 7 | -7 | 0 | 6 | -18
CCC(CC)C(=O)NCc1ccc(Cl)cc1 | -8 | -38 | 12 | -4 | 23 | -4 | -3 | -4 | -31 | 6 | -10
Cc1cccc(NC(=S)NC(=O)C2CC2)c1 | -28 | · | -13 | -6 | -18 | -14 | -9 | · | -4 | -11 | 0
Cc1oc(=O)c(NC(=O)c2ccc(Cl)cc2)cc1C(=O)c1ccccc1 | -2 | -70 | -19 | 1 | 6 | 0 | -4 | 6 | 2 | -5 | 1
COc1ccc(Cl)cc1Nc1cc(C)nc2ccccc12 | 7 | -29 | 6 | -2 | -41 | -4 | · | 27 | 24 | 4 | ·
COc1ccc(N(CC(=O)Nc2ccccc2F)S(=O)(=O)c2ccc(C)c([N+](=O)[O-])c2)cc1 | 15 | -38 | -9 | · | 4 | 1 | -4 | 2 | 1 | -4 | -2
COc1cccc(NC(=O)c2ccc3nsnc3c2)c1 | -90 | -40 | -30 | 6 | -56 | -10 | -8 | -33 | 13 | -62 | -8
COc1ccc(OCC(=O)Nc2cccc(NC(=O)c3ccco3)c2)cc1 | 1 | -29 | -6 | -9 | 5 | 1 | 10 | 1 | 2 | -4 | 4
O=C(CSc1nnc(-c2cccs2)n1-c1cccc(Cl)c1)c1cccc2c1OCCO2 | 2 | -18 | 17 | 0 | 9 | -1 | 2 | -6 | -9 | -5 | 3
COC(=O)c1ccc(COc2ccc(/C=N/NC(=O)C(=O)Nc3ccc(OC)cc3)cc2OC)o1 | 7 | -30 | 3 | 5 | 7 | -7 | · | 4 | -7 | 2 | ·
Nc1nccc(-c2ccc(-n3cnc4ccccc43)cc2)n1 | 3 | 12 | 26 | -10 | 39 | -11 | 38 | 42* | 0 | 35 | 1
COc1ccc(NC(=O)C(C)N(C)Cc2ccc3ccccc3c2)cc1 (stereo not drawn) | 8 | 6 | 23 | 0 | 15 | 1 | -4 | 5 | -13 | -6 | -1
NNc1nc(-c2ccccc2)c2ccccc2n1 | -8 | 6 | -10 | 7 | 1 | 8 | -8 | -2 | -7 | 9 | 3
Cc1cccc(/C=C(\C(=O)C(=O)O)c2ccc3ccccc3n2)c1 | -39 | -43 | 2 | 40 | -78 | -1 | -50 | -55 | -3 | -61 | -17
COc1ccc(C(=S)N2CCCC2)cc1C | 18 | -4 | -3 | -4 | 11 | -2 | -2 | 13 | 9 | 1 | 8
Nc1ncnc2c1CN(Cc1ccccc1)CC2 | -7 | 3 | 11 | 16 | 2 | -3 | -12 | 6 | -6 | 0 | -11
CC1CCCN(CCCNC(=O)c2cc3c(Cl)nc4ccccc4c3s2)C1 (stereo not drawn) | -9 | -20 | -49 | 20 | 15 | -8 | -11 | -4 | 12 | -29 | 1
O=C(CCN1C(=O)C2C3C=CC(C3)C2C1=O)NCc1cccnc1 (stereo not drawn) | -13 | -22 | -12 | -4 | 15 | 8 | -1 | 2 | -25 | 2 | -10
CCCCn1c(N)c(N(CCOC)C(=O)CSc2n[nH]c(-c3ccc(OC)cc3)n2)c(=O)[nH]c1=O | 7 | -77 | -1 | -6 | -15 | -5 | 7 | -3 | -3 | 0 | -47
Cc1ccc(C(=O)NCC(=O)N2CCCCCCC2)cc1C | -23 | -30 | -21 | -7 | -22 | -2 | 4 | -3 | -12 | -8 | -5
CCN(CC(=O)NC(=O)NCc1ccccc1)Cc1ccccc1 | -11 | -3 | -3 | -5 | 15 | -7 | -3 | -11 | -6 | 0 | -6
Cc1onc(-c2ccccc2)c1C(=O)NCCc1ccc(Cl)cc1 | -18 | 13 | 10 | -2 | 14 | 3 | 2 | 12 | 0 | 11 | -3
CN(C)c1ccc(C(O)c2cc3ccccc3s2)cc1 (stereo not drawn) | -49 | 5 | -52 | 9 | -56 | 4 | -5 | -37 | 23 | -49 | -12
O=C(CCNC(=O)N1CC(=O)Nc2ccccc21)NCCc1cccc(F)c1 | 4 | 4 | -1 | -4 | 10 | -11 | -2 | 15 | 11 | 1 | 6
O=C1NC(=S)SC1=C1CCCC1 | -7 | -16 | · | 13 | 0 | 2 | 1 | -11 | 3 | 12 | 5
C/C(=N/NS(=O)(=O)c1cccc([N+](=O)[O-])c1)c1ccncc1 | -19 | -9 | -4 | 0 | 0 | 6 | 1 | 9 | -11 | -3 | 2
CS(=O)(=O)Nc1cccc(NC(=O)C2Cc3c(-c4ccccc4)ccnc3O2)c1 (stereo not drawn) | 19 | 3 | 17 | -6 | 10 | -7 | · | 8 | 57* | 16 | ·
CC(OC(=O)c1ccc(S(=O)(=O)N(C)c2ccccc2)cc1)C(=O)NCCC1=CCCCC1 (stereo not drawn) | -12 | -8 | -2 | 8 | 14 | -7 | -7 | 3 | -4 | -8 | -3
CCn1cc(/C=C(\NC(=O)c2ccccc2Cl)C(=O)N2CCN(C)CC2)c2ccccc21 | -2 | -30 | -2 | 16 | 4 | 1 | -6 | -3 | 2 | 4 | -6
CC(=O)N1CCc2cc(S(=O)(=O)NCC(=O)NCc3ccccc3Cl)ccc21 | -33 | 0 | 9 | -4 | -1 | -1 | -3 | -3 | -7 | -2 | -8
COc1ccc(C2CC(c3ccccc3)=NN2C(=O)COC(=O)c2cccc(S(=O)(=O)N3CCOCC3)c2)cc1 (stereo not drawn) | 38 | 3 | -29 | -4 | 5 | -2 | -4 | 5 | -11 | -11 | 4
CSc1ncnc2c1ccn2CC(=O)Nc1ccc(C)c(C)c1 | -3 | 0 | -7 | · | -2 | 5 | 5 | 1 | 20 | -20 | 3
COc1cccc(C(=O)N(c2ccccc2)C2C=CS(=O)(=O)C2)c1 (stereo not drawn) | 2 | 3 | -6 | -5 | 9 | -3 | 0 | 19 | 6 | 14 | -2
COc1cc2c(cc1OC)C(C)N(C(=O)CCNC(=O)c1ccccc1)CC2 (stereo not drawn) | -4 | -11 | -2 | -3 | -23 | 3 | -2 | 5 | -1 | 6 | 8
CCNC(=S)N1CCN(S(=O)(=O)c2cccc(C(F)(F)F)c2)CC1 | -2 | -14 | 3 | 3 | -1 | -3 | 4 | 1 | -6 | -3 | 1
CCNc1nc(NCC)n2c(SCC(=O)Nc3cccc(Cl)c3)nnc2n1 | 3 | · | -14 | · | 8 | -3 | -2 | · | -2 | 13 | -12
CC(C)c1ccc(OCC(=O)NC2CC(C)(C)NC(C)(C)C2)c(Br)c1 | -11 | -41 | 9 | 4 | -4 | -2 | -8 | 4 | 11 | -23 | -6
O=C(Cn1c2ccccc2c2nc3n(c(=O)c21)CCS3)N1CCCC1 | 22 | · | -9 | -3 | 8 | 0 | 2 | · | 10 | -21 | -7
COc1ccc(OC)c(C(=O)c2oc3ccccc3c2NC(C)=O)c1 | 18 | 7 | 0 | 4 | 3 | -7 | -2 | -5 | -8 | 7 | 4
CC(=O)C[C@@H]1SC[C@H](c2ccccc2)N1S(=O)(=O)c1ccc(C)cc1 | 25 | 18 | · | · | · | -2 | · | 11 | -7 | · | ·
Cc1sc2nc(CN3CCOCC3)nc(Oc3ccc(NC(=O)c4ccco4)cc3)c2c1C | -11 | 14 | 16 | -20 | 19 | -3 | 5 | 1 | -9 | -9 | 3
Nn1c(Cc2ccccc2)nc2sc3c(c2c1=O)CCC3 | -11 | -7 | 14 | -1 | 16 | -1 | 3 | 10 | 19 | 5 | -5
O=C(CSC(=S)N1CCOCC1)Nc1ncc2c(n1)CCCC2=O | 6 | -19 | -5 | -4 | 13 | -6 | -14 | 14 | -4 | -15 | -5
CC1CCN(c2ccccc2NC(=O)c2ccc(F)cc2)CC1 | 25 | 9 | 8 | 14 | 11 | 1 | 2 | 12 | 11 | 16 | 0

Looked up above:
CC(C)c1ccc(OCC(=O)NC2CC(C)(C)NC(C)(C)C2)c(Br)c1 @ NOD2-RIPK2 inh = -2
COc1ccc(OC)c(C(=O)c2oc3ccccc3c2NC(C)=O)c1 @ SRC3 inh = 3
